p97 ATPase inh – inhibitors of human p97 ATPase, primary screen, biochemical | Transitional endoplasmic reticulum ATPase (Homo sapiens), P55072 | recombinant p97 ATPase, Kinase-Glo ATP luminescence, 3 h | inhibition, % at 8 µM | 220,000 tested, 0.42% active | AID 1481, 2009; in the data active = inhibition above about 15%;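 note: 0% = DMSO vehicle and 100% = wells lacking enzyme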
S1P4 antag – S1P4 receptor antagonists, primary screen, cell-based; Sphingosine 1-phosphate receptor 4 (Homo sapiens), O95977; S1P4-expressing cells, antagonist mode, reporter read-out; inhibition, % at 4.98 µM; 220,000 tested, 0.26% active; in the data active = inhibition above about 29%;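 note: 0% = wells stimulated with agonist and 100% = vehicle wells without agonist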
S1P4 agonist – S1P4 receptor agonists, primary screen, cell-based; Sphingosine 1-phosphate receptor 4 (Homo sapiens), O95977; S1P4-expressing cell line, agonist reporter assay; activation, % at 4.98 µM; 220,000 tested, 0.35% active; AID 1509, 2009; in the data active = activation above about 11%;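 note: 0% = DMSO vehicle and 100% = reference agonist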
NPY2 pot ag – NPY-Y2 potentiators or agonists, primary screen, cell-based. 220,000 tested, 0.45% active. cells expressing NPY-Y2, potentiator/agonist read-out. activation, % at 3.6 µM. AID 1359, 2008. Neuropeptide Y receptor type 2 (Homo sapiens), P49146; in the data active = activation above about 27%;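 note: cells stimulated with NPY near EC25 plus isoproterenol at EC100; 0% = vehicle plus submaximal agonist and 100% = vehicle plus saturating agonist; some results beyond the cut were filed as inactive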
eIF4E-4G inh – eIF4E–eIF4G protein interaction inhibitors, primary screen, biochemical, uHTS, TR-FRET, eIF4GI fragment; Eukaryotic translation initiation factor 4E (Mus musculus) + Eukaryotic translation …; 220,000 tested, 0.37% active; TR-FRET eIF4E-eIF4GI(517-606) binding, 2 h; AID 782, 2007; inhibition, % at 21.7 µM;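 active = inhibition above about 30%, limit read from the data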;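 note: 0% = full FRET control wells and 100% = background wells lacking eIF4GI fragment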
Target sequence (P63073 whole entry, looked up, the tested form may be a part): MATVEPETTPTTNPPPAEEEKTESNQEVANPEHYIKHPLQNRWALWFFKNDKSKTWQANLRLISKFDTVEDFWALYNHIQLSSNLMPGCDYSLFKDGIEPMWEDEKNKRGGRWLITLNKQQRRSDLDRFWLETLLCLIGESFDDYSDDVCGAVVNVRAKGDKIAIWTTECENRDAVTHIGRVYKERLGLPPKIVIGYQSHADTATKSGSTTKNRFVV
Target sequence (Q04637 whole entry, looked up, the tested form may be a part): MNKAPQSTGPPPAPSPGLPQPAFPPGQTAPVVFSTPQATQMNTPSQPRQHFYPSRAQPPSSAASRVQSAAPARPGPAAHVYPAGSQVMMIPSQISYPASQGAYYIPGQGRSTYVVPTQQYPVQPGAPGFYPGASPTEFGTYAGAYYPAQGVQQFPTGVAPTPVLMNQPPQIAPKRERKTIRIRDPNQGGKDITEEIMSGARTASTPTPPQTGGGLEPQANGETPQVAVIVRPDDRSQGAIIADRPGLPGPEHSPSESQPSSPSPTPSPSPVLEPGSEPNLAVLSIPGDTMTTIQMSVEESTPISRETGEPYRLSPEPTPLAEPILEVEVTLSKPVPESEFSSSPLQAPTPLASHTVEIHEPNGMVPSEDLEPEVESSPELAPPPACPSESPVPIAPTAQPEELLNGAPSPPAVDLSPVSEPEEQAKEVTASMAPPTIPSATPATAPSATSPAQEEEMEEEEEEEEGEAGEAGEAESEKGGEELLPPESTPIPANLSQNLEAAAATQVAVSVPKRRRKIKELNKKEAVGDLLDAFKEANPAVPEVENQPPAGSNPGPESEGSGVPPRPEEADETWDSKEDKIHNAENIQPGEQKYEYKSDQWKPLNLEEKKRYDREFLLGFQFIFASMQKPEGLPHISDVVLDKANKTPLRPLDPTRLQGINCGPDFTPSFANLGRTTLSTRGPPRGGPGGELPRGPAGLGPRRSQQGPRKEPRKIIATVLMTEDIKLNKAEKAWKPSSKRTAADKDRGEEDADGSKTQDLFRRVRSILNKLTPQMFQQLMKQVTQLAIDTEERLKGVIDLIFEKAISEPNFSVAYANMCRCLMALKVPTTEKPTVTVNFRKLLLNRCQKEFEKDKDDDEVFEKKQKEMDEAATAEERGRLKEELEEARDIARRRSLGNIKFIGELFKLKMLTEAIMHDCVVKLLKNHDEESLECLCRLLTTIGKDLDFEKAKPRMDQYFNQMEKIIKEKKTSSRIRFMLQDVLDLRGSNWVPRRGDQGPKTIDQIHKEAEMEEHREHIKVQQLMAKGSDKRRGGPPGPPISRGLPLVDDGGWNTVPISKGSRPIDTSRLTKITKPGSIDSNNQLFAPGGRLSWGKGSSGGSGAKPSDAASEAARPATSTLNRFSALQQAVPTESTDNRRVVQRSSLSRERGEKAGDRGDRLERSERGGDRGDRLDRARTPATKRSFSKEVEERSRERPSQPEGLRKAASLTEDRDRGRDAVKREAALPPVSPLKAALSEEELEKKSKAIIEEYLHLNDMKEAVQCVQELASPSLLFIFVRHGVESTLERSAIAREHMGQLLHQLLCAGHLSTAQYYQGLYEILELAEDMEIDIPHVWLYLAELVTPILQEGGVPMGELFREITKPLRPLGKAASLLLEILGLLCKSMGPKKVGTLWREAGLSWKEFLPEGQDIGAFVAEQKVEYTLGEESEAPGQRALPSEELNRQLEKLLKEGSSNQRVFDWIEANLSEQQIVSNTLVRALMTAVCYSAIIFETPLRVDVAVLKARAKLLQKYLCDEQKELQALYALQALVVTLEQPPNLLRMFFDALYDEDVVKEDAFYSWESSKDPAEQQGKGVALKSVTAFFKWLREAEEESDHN
EP2 antag – human EP2 receptor antagonists, primary screen, TR-FRET cAMP, C6 glioma cells; 260,000 tested, 0.52% active; Prostaglandin E2 receptor EP2 subtype (Homo sapiens), P43116; C6 glioma cells expressing human EP2; cells stimulated with saturating PGE2; inhibition, % at 25 µM;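 active = percent inhibition above 40 after rounding to a whole number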;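 note: rat C6 glioma host cells with rolipram phosphodiesterase inhibitor present; the protocol text gives 20 µM as final concentration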
EP2 mod – EP2 receptor modulators, cAMP readout, primary screen, cell-based, HTRF cAMP, PGE2 stimulation; 260,000 tested, 0.83% active; EP2-expressing cells, cAMP HTRF FRET, PGE2 co-stimulation; AID 940, 2007; induction, % at 25 µM; Prostaglandin E2 receptor EP2 subtype (Homo sapiens), P43116;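 active = compounds whose cAMP rise, as percent of the full-agonist control response, exceeds 60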;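 note: rat C6 glioma line stably carrying human EP2 under a CMV promoter; the protocol text gives 20 µM as final concentration; 100% = response of wells given 1 µM PGE2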
NPY Y1 blocker – NPY-Y1 receptor antagonists, primary screen, cell-based; Neuropeptide Y receptor type 1 (Homo sapiens), P25929; HEK293-CNG Y1 cells, membrane potential fluorescence; NPY at EC95, then isoproterenol; inhibition, % at 3.6 µM; 200,000 tested, 1% active; AID 1040, 2008;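 active = inhibition above the campaign mean inhibition of all tested compounds plus 3 SD, cut at about 20% in these data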;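 note: 0% = DMSO wells given NPY plus isoproterenol and 100% = isoproterenol alone without NPY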
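Material: HEK293 Y1/CNG channel cell line; also added: NPY (25 nM), isoproterenol (1 µM), Ro 20-1724 (25 µM); doses: one concentration, 3.6 µM, in 0.4% DMSO; schedule: compound incubation 1 h at room temperature, readout 45 min post-stimulation; technique: membrane potential fluorescence; measure: fluorescence ratio normalized to % inhibition between controls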
NPY-Y1 PAM-ag – NPY-Y1 receptor potentiators or agonists, primary screen, cell-based; NPY-Y1 expressing cells, potentiator/agonist activation; activation, % at 3.6 µM; 220,000 tested, 0.37% active; AID 1304, 2008; in the data active = activation above about 33%, passing the limit was not always enough;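 note: cells stimulated with NPY at EC10 then isoproterenol at EC100; 0% = low agonist plus stimulus and 100% = saturating agonist plus stimulus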
* = called active by the depositor; x = no result given; & = joins results of further samples; [ ] = another dose, or the depositor's remark. Only part of the results is shown (hit frequency here may not be typical).

structure	S1P4 agonist	NPY-Y1 PAM-ag	EP2 antag	S1P4 antag	NPY Y1 blocker	eIF4E-4G inh	EP2 mod	p97 ATPase inh	NPY2 pot ag
CC(C)Oc1ccc(C(=O)/C(=C\c2cccs2)c2nc3ccccc3o2)cc1	0.7	-47	6	3	4	-2	24	-2	-16
CCCN1CN(CCc2ccccc2)CNC1=S	-1.8	14	-1	-4	3	16	-20	0	-4
Cc1ccc(C)c(NC(=O)c2ccc(OC(=O)c3ccco3)cc2)c1	-3.5	-10	8	23	3	3	-22	-1	2
COc1ccccc1N1CCN(C(=O)Nc2cccc(C)c2)CC1	2.0	-11	8	7	2	9	-5	0	10
CC(Oc1ccc2c(=O)c(-c3ccc(Cl)cc3)c(C(F)(F)F)oc2c1)C(=O)O (stereo unspecified)	1.0	-10	5	-19	x	-6	-12	3	0
Cc1nc2ccc(Cl)cc2nc(C)/c1=N\O	0.2	6	6	-3	-2	5	25	7	-1
N#Cc1nc(-c2cccs2)oc1NCc1ccc2c(c1)OCO2	-0.2	-27	14	0	11	10	-58	4	-31
CCOC(=O)C1(CCc2ccccc2)CCN(C(=O)c2ccoc2)CC1	1.8	-8	4	-10	7	0	-21	-1	-7
NC(=O)N/N=C/c1c(F)c(F)c(F)c(F)c1F	-0.2	8	4	3	-1	-1	3	4	1
CN(C)c1ccc(S(=O)(=O)NCC(=O)OCC(=O)Nc2cc(Cl)cc(Cl)c2)cc1[N+](=O)[O-]	1.2	1	7	-16	0	-1[fluorescence artefact?]	7	4	5
NS(=O)(=O)c1ccc(CCNC(=S)Nc2ccccc2)cc1	1.3	23	4	10	7	-1	-13	5	1
Cc1cccc(-c2nnc(SCCOc3ccc4c(C)cc(=O)oc4c3)o2)c1	-1.9	-30	0	-3	9	2	-8	4	-39
CCc1ccc(NC(=O)CSCc2nc(N)nc(Nc3ccccc3CC)n2)cc1	-0.1	-3	14	-6	5	3	-17	-1	-3
Cc1ccc(OCC(=O)Nc2ccc3c(c2)nc(CCN2CCN(C)CC2)n3C)cc1	1.7	-16	7	8	x	5	-12	5	-1
O=S(=O)(c1cccc(-c2cn3cc(Cl)ccc3n2)c1)N1CCOCC1	1.7	-10	7	-20	8	8	-45	-4	-11
COc1cc(S(=O)(=O)NCC2CCCO2)ccc1Br (stereo unspecified)	-0.1	-10	5	-2	2	-2	4	-2	-4
Cc1ccccc1NS(=O)(=O)c1ccc(C(=O)OCC(=O)NCC(C)C)cc1	0.8	2	3	-22	0	-1	11	1	-7
COc1ccc(-n2c3c(cc(C(=O)NNc4ccccc4)c2=O)C(=O)CC(C)(C)C3)cc1	-3.0	22	8	11	-5	2	31	2	3
CCOC(=O)C1CCN(S(=O)(=O)c2cc(Br)cc3c2N(C(C)=O)C(C)C3)CC1 (stereo unspecified)	-0.1	2	6	-2	-4	-4	-30	2	12
Cc1cc(C)c(NC(=O)CSc2nc(COc3ccccc3)nc3ccccc23)c(C)c1	1.5	-36	39	-5	1	-21	40	2	-8
CC(=O)c1cc2c(cc1NC(=O)CN1CCN(c3ccc(F)cc3)CC1)OCO2	-3.4	-8	16	-9	-2	-2	-2	0	14
Cc1ccc(SCC2(O)CCN(S(=O)(=O)c3ccc(Cl)cc3)CC2)cc1	0.1	17	5	-8	-2	-3	7	-9	-24
COc1cc(/C=C/C(=O)N2CCN(CC(O)COc3ccccc3)CC2)cc(OC)c1OC (stereo unspecified)	-1.1	0	11	-15	1	-9	-3	1	6
NC(=O)C1CCN(S(=O)(=O)c2ccc3c(c2)OCCO3)CC1	0.4	19	8	8	x	-5	-18	3	-17
CCOC(=O)Cc1csc2nc3sc(C)c(C)c3c(=O)n12	-0.2	-21	16	2	3	-1	3	-4	-2

Continuation:
structure	S1P4 agonist	NPY-Y1 PAM-ag	EP2 antag	S1P4 antag	NPY Y1 blocker	eIF4E-4G inh	EP2 mod	p97 ATPase inh	NPY2 pot ag
CCOc1ccc(/C=N/Nc2cc(=O)n(C)c(=O)n2C)cc1	2.1	-8	7	15	2	-12[fluorescence artefact?]	0	-3	-5
COCCN1C(=O)C(CC(=O)Nc2ccccc2)SC1=Nc1ccc(OC)cc1 (stereo unspecified)	-2.2	-8	23	-2	3	2	-33	-5	-6
Cc1cc(C)nc(N2CCCC(C(=O)Nc3ccc4c(c3)OCCO4)C2)n1 (stereo unspecified)	2.5	-15	6	7	1	-13	-41	0	-10
CSc1nc(O)c(C(c2cccc([N+](=O)[O-])c2)c2c(O)nc(SC)[nH]c2=O)c(=O)[nH]1	1.6	16	6	-7	4	-2	25	1	1
COC(=O)/C=C1\OC(c2ccccc2)=CC1=O	-0.4	1	124*	-26	2	10	-121&-2	3	-8
CC(C)CNC(=O)C(=O)NCc1ccccn1	-0.6	15	7	-15	5	2	21	2	3
CC1=N/C(=C\c2ccc([N+](=O)[O-])cc2)C(=O)N1c1ccc(Cl)cc1	-2.9	13	18	-14	-1	0	-1	-8	1
CSc1nc(C=Nc2ccccc2Cl)c(O)n1Cc1cccc(Cl)c1	-0.7	-2	8	2	x	4	24	4	7
Cc1nn(C(=O)c2c(-c3ccccc3)noc2C)c(C)c1N=Nc1cc(C(F)(F)F)cc(C(F)(F)F)c1	-1.0	8	1	-6	x	-4	27	1	7
Cc1ccccc1/C=N/NC(=O)Cn1nnc(N)n1	-0.2	9	4	-8	-3	-5[fluorescence artefact?]	-17	-2	-1
Cc1ccc(NC(=O)c2cc(NC(=O)c3ccccc3C(=O)O)ccc2N2CCCCC2)cc1	1.8	12	8	4	-3	3	12	-1	5
COc1ccc(N(C(C)C(=O)N/N=C/c2ccc(OCC(C)C)cc2)S(C)(=O)=O)cc1 (stereo unspecified)	1.4	12	9	-11	-3	-3[fluorescence artefact?]	-4	4	-2
CCOc1ccc(-c2nc(C#N)c(NC3CC3)o2)cc1	-1.5	-26	1	3	-4	0[fluorescence artefact?]	-38	8	10
COC(=O)COc1ccc(S(=O)(=O)NCC2CCCO2)cc1Cl (stereo unspecified)	1.1	-9	9	-21	-5	-2	3	0	9
CC1=NN(c2ccccc2)C(=O)/C1=C\C=C\c1ccccc1	1.5	11	9	9	x	1	-47	1	-10
O=C(N/N=C/c1cc(Cl)ccc1O)c1ccccc1Br	-0.2	-1	5	-7	2	1	-42	-2	-2
CCCCN(C(=O)Cn1nnc2ccccc21)C(C(=O)NCc1ccco1)c1ccncc1 (stereo unspecified)	-0.7	14	7	-5	3	0	8	2	-3
Cc1ccccc1CSc1nnc(-c2cccnc2)n1N	0.5	1	11	-1	5	8	5	8	7
O=C(CSc1ccccc1)Nc1ccc(C(=O)Nc2cccc(O)c2)cc1	-1.6	-1	3	7	-4	-4	-30	4	-3
COc1ccccc1Nc1nc2nonc2nc1N1CCCCC1C (stereo unspecified)	-0.1	-10	10	-21	6	-3	50	2	1
Cc1ccc(-c2nnc(-c3ccc4c(c3)OCO4)o2)cc1	0.6	27	10	3	5	7	-13	1	11
CO/N=C/CC(=O)c1ccc(OC)cc1	0.1	9	7	-4	-2	4	-22	1	14
Nc1nc(CN2CCN(c3ccccc3F)CC2)nc(Nc2ccccc2)n1	-2.9	-11	5	19	-5	0	-15	-4	0
CCc1c(C)sc2nc3c(C(=O)N4CCOCC4)cc(C(=O)c4cc(F)ccc4O)cn3c(=O)c12	-1.7	-15	10	7	-5	-1	12	2	-19
CCOC(=O)CSc1nnc(CNC(=O)c2ccco2)n1C	-2.3	10	7	-14	2	-4	1	-2	-10

Compound profiles, as listed above.
O=C(CSc1ccccc1)Nc1ccc(C(=O)Nc2cccc(O)c2)cc1 reads S1P4 agonist: -1.6; NPY-Y1 PAM-ag: -1; EP2 antag: 3; S1P4 antag: 7; NPY Y1 blocker: -4; eIF4E-4G inh: -4; EP2 mod: -30; p97 ATPase inh: 4; NPY2 pot ag: -3
CSc1nc(C=Nc2ccccc2Cl)c(O)n1Cc1cccc(Cl)c1 reads S1P4 agonist: -0.7; NPY-Y1 PAM-ag: -2; EP2 antag: 8; S1P4 antag: 2; NPY Y1 blocker: x; eIF4E-4G inh: 4; EP2 mod: 24; p97 ATPase inh: 4; NPY2 pot ag: 7

(further entries)
structure	S1P4 agonist	NPY-Y1 PAM-ag	EP2 antag	S1P4 antag	NPY Y1 blocker	eIF4E-4G inh	EP2 mod	p97 ATPase inh	NPY2 pot ag
Oc1ccc(Cl)cc1-c1cc(-c2cccc(Br)c2)n[nH]1	2.0	28	12	-9	-3	12	-22	-2	11
O=S(=O)(NCCCCCNS(=O)(=O)c1ccc(F)cc1)c1ccc(F)cc1	1.4	4	12	-9	-9	4	5	-5	12
Oc1ccccc1-c1nc(NCc2cccnc2)c2ccccc2n1	1.2	27	2	4	x	-7	-31	6	21
Cc1n[nH]c(C)c1N1C(=O)c2cccc3c(N4CCCCCC4)ccc(c23)C1=O	0.5	-6	7	12	6	2[fluorescence artefact?]	23	1	-24
C=C(C)Cn1c(CCCNC(=O)CC)nc2ccccc21	2.1	-12	1	-14	2	4	16	1	4
Cc1csc(NC(=O)CCCc2cccs2)n1	-1.8	12	15	12	-1	5	-16	4	0
CCOC(=O)c1ccccc1NC(=O)CSc1nc2ccccc2c(=O)[nH]1	1.4	-8	3	-14	10	5	37	4	-12
COCC(C)OC(=O)c1c(N)n(CCCN2CCOCC2)c2nc3ccccc3nc12 (stereo unspecified)	0.4	21	9	-15	x	-3	2	4	-4
C=CCN1C(=O)C(C(C)CC)NC1=S (stereo unspecified)	3.5	8	8	-3	-2	-1[fluorescence artefact?]	12	2	-3
O=C(c1ccco1)N1CCN(C(=O)C2CCN(S(=O)(=O)c3cnc[nH]3)CC2)CC1	-1.4	13	15	-22	-5	3[fluorescence artefact?]	1	5	4
CCOC(=O)Cc1nnc(NC(=O)C(CC)Sc2nnc3c4ccccc4n(C)c3n2)s1 (stereo unspecified)	1.6	-10	9	-7	5	0	22	1	-10
Cc1ccc(Cl)cc1N1CCN(Cc2cc(=O)n3ccsc3n2)CC1	-0.1	-32	7	-9	0	5	-3	-2	-5
CCCCNC(=O)CSc1nc2ccc(C)cc2[nH]1	0.2	-10	6	-5	2	-4	-5	3	-3
Cc1c(-c2cc(C(=O)O)on2)cnn1C	0.2	4	4	8	1	1	6	2	4
CCCn1nnnc1SCC(=O)Nc1nnc(CC)s1	0.7	-11	11	-1	6	-12[fluorescence artefact?]	6	-6	-10
COc1cc(C(c2c(C)[nH][nH]c2=O)c2c(C)[nH][nH]c2=O)ccc1OS(=O)(=O)c1ccc(C)cc1	-0.9	7	3	6	-1	-2	4	9	2
N#Cc1c(/N=C/c2ccco2)sc2c1CCCCC2	-0.5	-2	12	-8	7	8	7	0	-3
O=C(O)COCC(=O)NC1CCN(Cc2ccccc2)CC1	-0.6	6	16	1	x	5	10	8	20
Cn1c(CO)cnc1SCC(=O)c1ccc(Cl)cc1	2.3	-5	2	-25	0	-4	5	-3	10
COc1ccccc1NC(CC(=O)c1ccccc1)C(=O)OCC(=O)c1ccc(C)cc1 (stereo unspecified)	2.2	-20	16	-14	4	1	24	-2	-3

Screening data: PubChem, several laboratories
